# aDG glyco up = increases alpha dystroglycan glycosylation; Pro5-aDG cells, alpha-DG glycosylation AlphaScreen (IIH6); 0% Pro5, 100% B10-LARGE cell signal; activation, % at 10 µM; 360,000 compounds, 0.22% hits; AID 624168;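 active means activation of at least 8% versus controls, or a plate z-score of at least 8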;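 further: Pro5 are CHO cells carrying HIG-tagged alpha-DG that lacks glycosylation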
# ABCB6 inh 2 = human ABCB6 transporter inhibition | Q9NP58 | K562-ABCB6 porphyrin accumulation, flow cytometry, 1 h; active compounds read low | fluorescence ratio to DMSO, % at 10 µM | 360,000 compounds, 0.19% hits | AID 602162;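 active means fluorescence ratio to DMSO below 75%, the collection mean minus 3 SD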;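 further: signal is porphyrin accumulated inside mitochondria; 100% equals median channel fluorescence of DMSO control wells; lower ratio means ABCB6 inhibition with less porphyrin fluorescence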
# m5-HT2A agonist = agonists of mouse serotonin 5-HT2A receptor (HTR2A) | AID 624169 | P35363 | 360,000 compounds, 0.66% hits | CHO-K1 mHTR2A beta-arrestin complementation, luminescence; percent of 30 µM serotonin response | activation, % at 7.6 µM;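 active means activation above a run cutoff, the mean activation of all tested compounds plus 3 SD, cut at about 14% in these data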;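 further: 0% = plate median of compound wells and 100% = 30 µM serotonin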
# Target sequence (P35363 whole entry, looked up): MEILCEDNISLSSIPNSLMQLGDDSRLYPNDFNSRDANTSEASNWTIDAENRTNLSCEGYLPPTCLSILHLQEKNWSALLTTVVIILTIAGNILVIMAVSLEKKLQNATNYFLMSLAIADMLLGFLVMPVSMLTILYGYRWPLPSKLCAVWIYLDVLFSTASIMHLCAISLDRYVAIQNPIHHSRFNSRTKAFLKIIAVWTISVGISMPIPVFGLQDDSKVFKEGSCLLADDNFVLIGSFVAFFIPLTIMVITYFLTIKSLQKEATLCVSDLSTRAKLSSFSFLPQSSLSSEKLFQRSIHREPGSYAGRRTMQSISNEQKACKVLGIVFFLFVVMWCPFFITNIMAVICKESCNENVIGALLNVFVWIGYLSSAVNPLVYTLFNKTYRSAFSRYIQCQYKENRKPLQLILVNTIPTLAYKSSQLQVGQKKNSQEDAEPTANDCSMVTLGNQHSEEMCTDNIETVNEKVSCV
# Glyco luc inh = blocks N-linked glycosylation in D54 reporter cells; D54 ERlucT glycosylation luciferase reporter, 24 h; percent of 100 nM tunicamycin response; reporter increase, % at 12.5 µM; 360,000 compounds, 0.23% hits;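 active means mean luciferase reporter signal, scaled so untreated is 0 and the glycosylation-blocking control 100, at or above a set limit in every replicate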;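 further: luciferase carries N-glycosylation sites so blocking glycosylation raises the light; 0% = median of neutral control wells and 100% = median of 100 nM tunicamycin wells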
# H9c2 protect = protects H9c2 cardiomyocytes from peroxide injury; H2O2 injury protection, ATPLite, 2 h; 360,000 compounds, 0.63% hits; protection from H2O2 cell death, % at 20 µM;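 active means compounds giving at least 50% protection of heart cells from peroxide-induced death in the single-dose screen, raw or plate-pattern-corrected value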;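 further: 0% = DMSO wells with peroxide and 100% = DMSO wells without peroxide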
# Exocytosis inh = blocks lytic granule exocytosis. TALL-104 LAMP-1 surface exposure, flow cytometry; cells stimulated with thapsigargin and PMA. inhibition, % at 10 µM. 360,000 compounds, 0.66% hits;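 active means inhibition above about 55%, limit read from the data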
# iPSC survival up = enhancers of human iPSC single-cell survival; hiPSC single-cell survival, ATPlite luminescence; 100% = ROCK inhibitor wells, 0% = DMSO; survival enhancement, % at 20 µM; 360,000 compounds, 0.044% hits; AID 602274; in the data active means survival enhancement above about 18%;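 further: cells exposed to compounds for 16 hours before the ATP read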
# MC4R antagonist = human MC4R antagonism in cAMP assay. MC4R-expressing cells, MTII-stimulated cAMP, LANCE TR-FRET. inhibition, % at 6.5 µM. 360,000 compounds, 0.48% hits. P32245;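 active means inhibition above its plate's cutoff, the mean of tested wells on that plate plus 3 SD, cut at about 29% in these data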;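 further: 0% = Melanotan II alone and 100% = Melanotan II plus saturating MCL0020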
# Target sequence (P32245 whole entry, looked up): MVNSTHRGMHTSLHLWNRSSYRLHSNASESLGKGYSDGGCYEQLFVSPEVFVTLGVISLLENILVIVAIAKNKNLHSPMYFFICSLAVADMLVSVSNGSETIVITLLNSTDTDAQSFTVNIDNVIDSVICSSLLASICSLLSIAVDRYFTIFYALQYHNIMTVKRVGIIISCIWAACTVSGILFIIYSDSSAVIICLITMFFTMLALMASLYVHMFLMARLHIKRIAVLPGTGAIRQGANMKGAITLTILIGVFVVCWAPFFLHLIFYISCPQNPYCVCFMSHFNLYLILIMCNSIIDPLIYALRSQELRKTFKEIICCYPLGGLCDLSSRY
#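 Material: U2OS-MC4R stable cell line | Reagent: Melanotan II challenge after compound preincubation | Doses: One concentration, 6.5 µM nominal | Incubation: 30-min compound preincubation, 1-h Melanotan II challenge, 1-h detection, room temperature | Signal: TR-FRET cAMP assay | Replicates: One well per compound, no replicates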
# MC4R ag barr = human MC4R agonism via beta-arrestin; U2OS MC4R beta-arrestin complementation, luminescence; percent of melanotan II response, DMSO zero; activation, % at 8.9 µM; 360,000 compounds, 0.98% hits; AID 540308;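 active means activation above a per-plate cutoff, the mean activation of sample wells on that plate plus 3 SD, cut at about 8% in these data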
# ABHD5 PLIN5 PPI = ABHD5-PLIN5 protein interaction inhibition; inhibition, % at 4 µM; AID 602281; 360,000 compounds, 0.78% hits; Q00G26+Q8WTS1; Split G. princeps luciferase complementation, luminescence, 4 h;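 active means inhibition above the mean inhibition across every tested compound plus 3 SD, cut at about 22% in these data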;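 further: 0% = DMSO only wells and the 100% control is not disclosed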
# * = called active by the depositor; . = not tested or not shown.
no.	SMILES	aDG glyco up	ABCB6 inh 2	m5-HT2A agonist	Glyco luc inh	H9c2 protect
1	C=CC[C@@H](CC(=O)N[C@H](CO)Cc1ccccc1)C(=O)N[C@@H](COC(=O)[C@@H](CC=C)Cc1ccc(F)cc1)Cc1ccccc1	0.5	98	-2	-5	-3
2	COc1ccc(/C=C(/NC(=O)c2ccc(C)cc2)C(=O)N2CCCC2)cc1OC	0.0	97	2	-1	3
3	CCCc1cc(C(=O)Nc2cccc3ccccc23)n(C)n1	-0.1	105	-4	-1	-6
4	Cc1occc1-c1nnc(SCC(=O)NC(C)(C)C)n1C(C)c1ccccc1 (stereo unspecified)	0.0	93	6	0	-4
5	CCCn1c(=O)c(C(=O)Nc2cc(C)ccn2)c(O)c2ccccc21	0.0	100	1	0	0
6	CCN(CC)S(=O)(=O)c1cc(-c2nn(C)c(=O)c3ccccc23)ccc1C	-0.1	95	-5	8	-18
7	Cn1ncc([N+](=O)[O-])c1C(=O)Nc1ccccc1Cl	-0.1	102	5	0	-4
8	Cc1cc(Cl)ccc1C(O)c1ncc(-c2cccc(F)c2)[nH]1 (stereo unspecified)	0.3	97	-2	1	-20
9	Cc1ccc(S(=O)(=O)N2CCC(C(=O)NCCCn3ccnc3)CC2)cc1	0.3	97	-5	2	-2
10	O=C(CN1C(=O)S/C(=C\c2ccccc2F)C1=O)NC1CCS(=O)(=O)C1 (stereo unspecified)	1.9	106	-3	3	-3
11	COCCCn1c(Cc2ccccc2)nnc1SCC(=O)N1CCCCC1	0.2	107	-4	2	-2
12	O=C(N/C(=C/C=C/c1ccccc1)C(=O)N1CCOCC1)c1ccccc1Cl	-0.6	96	3	0	0
13	COc1ccc(OCc2cn(CC(=O)c3ccc(O)cc3)nn2)cc1	0.2	99	2	0	0
14	CC1CCc2nc(NC(=O)c3ccco3)sc2C1 (stereo unspecified)	0.0	93	2	-22	-20
15	CC1(C)Cc2ccccc2C(C(=O)c2ccccc2)=N1	-0.1	93	2	0	7

no.	Exocytosis inh	iPSC survival up	MC4R antagonist	MC4R ag barr	ABHD5 PLIN5 PPI
1	4	1.7	17	3.5	2
2	5	0.2	13	-1.6	-2
3	-18	-0.3	17	-0.4	3
4	0	-1.7	8	-2.5	6
5	-4	0.9	1	-2.4	-3
6	-2	-1.2	6	0.8	-9
7	13	0.5	6	-0.7	-1
8	-12	-1.7	3	0.7	-2
9	0	-0.2	2	-2.6	1
10	-3	-0.1	-1	-0.8	11
11	2	-0.6	7	-0.5	-4
12	2	-0.4	-1	-4.2	15
13	7	4.2	-5	-1.8	24*
14	2	-4.9	-3	0.2	-1
15	-4	-0.3	10	0.0	0

# New compounds follow:
no.	SMILES	aDG glyco up	ABCB6 inh 2	m5-HT2A agonist	Glyco luc inh	H9c2 protect
16	O=C(Nc1ccc2c(c1)OCO2)c1ccc(Cl)c(S(=O)(=O)N2CCOCC2)c1	-0.1	87	-1	-1	5
17	COCc1n[nH]c(=S)n1-c1ccccc1	-0.3	91	5	0	-4
18	O=C(CSc1nnc(-c2ccncc2)o1)Oc1ccccc1	-0.1	98	2	1	35
19	COC(=O)c1cn(NC(=O)CC2CCCCC2)c(=O)c2ccccc12	0.0	108	-1	.	10
20	NC(=O)CCn1c(C(=O)c2cccc([N+](=O)[O-])c2)c2ccccc2[n+]1[O-]	0.0	99	-2	3	-1
21	CC1=C(C)CC2C(=O)N(Cc3ccccc3)C(=O)C2C1 (stereo unspecified)	0.0	99	2	0	1
22	COc1ccc(-n2c(Cc3cccn3C)nnc2SCC(=O)N2CCOCC2)cc1	0.0	104	-1	2	2
23	O=C(COC(=O)C1CC(=O)N(Cc2ccccc2)C1)Nc1cccc([N+](=O)[O-])c1 (stereo unspecified)	0.6	100	2	1	-2
24	COc1ccc(-c2nc(-c3ccc(Br)cc3)no2)c(OC)c1	0.1	98	-2	-13	-15
25	COc1ccc(C(=O)NCCCc2nc3ccccc3n2Cc2cc(C)ccc2C)cc1OC	-0.1	97	3	0	2
26	CS(=O)(=O)N(CC(=O)N1CCc2ccccc2C1)Cc1ccc(F)cc1	-0.1	95	-3	0	-6
27	CSc1ncccc1C(=O)OCn1nnc2ccccc2c1=O	-0.3	93	6	.	10
28	COc1ccc(Cc2nnc(NC(=O)Cc3cccs3)s2)cc1OC	-0.3	98	6	-2	4
29	CCC(=O)N1CCN(c2ccccc2NC(=O)Cc2ccccc2)CC1	0.2	108	-4	-1	-5
30	Cc1cc2[nH]c(=O)cc(-c3ccccc3)n2n1	-0.1	105	0	1	-11

no.	Exocytosis inh	iPSC survival up	MC4R antagonist	MC4R ag barr	ABHD5 PLIN5 PPI
16	0	0.0	1	-2.8	0
17	-1	-0.1	12	-0.3	-4
18	0	-1.0	17	-2.6	0
19	-6	5.5	-2	-0.9	-1
20	-1	4.0	9	-1.8	-5
21	-5	2.0	3	-0.4	-1
22	1	1.9	2	0.2	12
23	0	0.7	13	-3.1	3
24	2	-2.4	8	0.9	-5
25	0	-2.6	11	-0.9	7
26	5	0.1	9	-1.5	7
27	0	-0.1	-4	-1.9	0
28	-9	0.4	9	-0.8	-4
29	2	1.9	3	-0.9	0
30	-7	0.0	9	-0.5	-4

# An excerpt from above in order of molecular weight, smallest number first.
no.	SMILES	aDG glyco up	ABCB6 inh 2	m5-HT2A agonist	Glyco luc inh	H9c2 protect
30	Cc1cc2[nH]c(=O)cc(-c3ccccc3)n2n1	-0.1	105	0	1	-11
27	CSc1ncccc1C(=O)OCn1nnc2ccccc2c1=O	-0.3	93	6	.	10
19	COC(=O)c1cn(NC(=O)CC2CCCCC2)c(=O)c2ccccc12	0.0	108	-1	.	10
24	COc1ccc(-c2nc(-c3ccc(Br)cc3)no2)c(OC)c1	0.1	98	-2	-13	-15

no.	Exocytosis inh	iPSC survival up	MC4R antagonist	MC4R ag barr	ABHD5 PLIN5 PPI
30	-7	0.0	9	-0.5	-4
27	0	-0.1	-4	-1.9	0
19	-6	5.5	-2	-0.9	-1
24	2	-2.4	8	0.9	-5

# Other structures.
no.	SMILES	aDG glyco up	ABCB6 inh 2	m5-HT2A agonist	Glyco luc inh	H9c2 protect
31	NS(=O)(=O)c1cccc(NC(=O)CCSc2ccccc2Cl)c1	-0.1	97	-1	1	3
32	O=S1(=O)CC(N2CCCC2)CN1Cc1ccccc1 (stereo unspecified)	-0.1	98	-3	2	-2
33	CCOC(=O)C1CCN(C(=O)c2ccc(C)c(S(=O)(=O)N3CCCC3)c2)CC1	0.0	101	4	2	-1
34	CC(C)(C)NS(=O)(=O)c1ccc(NC(=O)Cc2ccccc2[N+](=O)[O-])cc1	-0.2	107	-3	-2	-8
35	CCSc1ncc(Cl)c(C(=O)Nc2ccccc2)n1	0.3	104	0	-2	-19
36	CSc1ccc(CN(C)C(=O)CN2C(=O)NC3(CCCC3)C2=O)cc1	0.1	97	6	1	0
37	O=C(COc1ccccc1)NCC(c1ccco1)N1CCN(c2ccccc2)CC1 (stereo unspecified)	0.5	100	-5	0	4
38	O=C1CC(c2nc3ccccc3[nH]2)CN1c1cccc(C(F)(F)F)c1 (stereo unspecified)	0.2	94	-3	0	-18
39	CCN(C(=O)c1cc2c(=O)n3cccc(C)c3nc2n1CCCOC)C1CCCCC1	-0.1	101	-1	-5	14
40	C=CCN(CC=C)S(=O)(=O)c1ccc(NC(=S)NC(=O)Cc2ccc(OC)cc2)cc1	-0.3	101	-7	1	-9
41	COc1ccc(NC(=O)Nc2ccc3c(c2)C(=O)N([C@H](C)CO)C[C@H](C)[C@@H](CN(C)S(=O)(=O)c2ccccc2)O3)cc1	0.0	97	7	-6	27
42	COc1ccc(NC(=O)CCn2ccnc2)c(OC)c1	0.0	87	-7	3	-1
43	CCOC(=O)N1CCN(C(=O)C(=O)Nc2sc3c(c2C#N)CC(C)(C)OC3)CC1	-0.1	103	-1	-1	-1
44	Cc1ccc(NC2OC(CO)C(O)C2O)cc1[N+](=O)[O-] (stereo unspecified)	0.0	113	1	3	16
45	COCCN(C(=O)c1csnn1)C(C(=O)NC1CCCCC1)c1sccc1C (stereo unspecified)	0.1	98	-2	-1	-4

no.	Exocytosis inh	iPSC survival up	MC4R antagonist	MC4R ag barr	ABHD5 PLIN5 PPI
31	-3	1.4	8	-2.3	8
32	-2	1.8	.	.	-6
33	4	-0.4	10	2.1	10
34	-1	-0.8	-6	-0.1	13
35	-5	3.5	14	3.2	-3
36	0	-0.5	7	0.1	4
37	2	-0.3	-3	0.6	6
38	-1	-0.6	-1	0.3	6
39	12	0.0	-14	2.8	14
40	-6	-3.9	-5	-1.0	-3
41	-16	1.5	-1	-0.8	6
42	15	-0.8	1	-1.8	2
43	4	0.4	15	-2.1	-5
44	5	-0.4	0	-2.2	2
45	-1	3.9	0	-0.8	-1

# Later entries:
no.	SMILES	aDG glyco up	ABCB6 inh 2	m5-HT2A agonist	Glyco luc inh	H9c2 protect
46	Clc1nnc(NN=C2CCCC2)c2ccccc12	0.0	110	-6	5	13
47	CCCC(c1nnnn1C1CCCC1)N1CCN(c2ccccc2F)CC1 (stereo unspecified)	-0.1	98	-1	-4	-19
48	Cn1nc(C(C)(C)C)cc1C(=O)N1CCCCC1c1cc(C(=O)Nc2cccc(C#N)c2)no1 (stereo unspecified)	0.2	90	9	1	-11
49	O=C1c2cccc3cccc(c23)C(=O)N1CCc1ccccc1	0.4	103	-1	-3	0
50	COc1cccc(OCc2ccc(C(=O)NCC3CCCO3)cc2)c1 (stereo unspecified)	-0.1	98	-2	0	-6
51	Cn1c(=O)c2cc(NC(=O)Cc3ccccc3F)ccc2n1C/C=C/c1ccccc1	-0.1	101	-4	-1	2
52	CCOc1ccc(C(=O)c2ccccc2C(=O)O)cc1OCC	-0.3	88	11	0	-5
53	NS(=O)(=O)c1cccc(NS(=O)(=O)c2ccc(/C=C/C(=O)O)cc2)c1	-0.1	100	6	1	-10
54	CCOC(=O)Cc1c(C)nc2c(-c3ccc(Cl)cc3)c[nH]n2c1=O	0.0	104	7	-1	52*
55	CCOc1cc(C)c(Cl)cc1S(=O)(=O)N(C)C	0.4	93	-1	2	-5
56	O=C(c1cccc(C(=O)N2CCN(c3ccccc3)CC2)c1)N1CCN(c2ccccc2)CC1	0.0	100	-6	5	-2

no.	Exocytosis inh	iPSC survival up	MC4R antagonist	MC4R ag barr	ABHD5 PLIN5 PPI
46	-1	-0.2	1	-1.5	-1
47	9	5.6	-1	-0.7	0
48	1	0.5	5	-0.6	-2
49	0	-0.9	17	-0.1	2
50	-4	-0.2	7	0.4	-4
51	7	-0.1	7	-0.7	1
52	-3	0.5	-3	-2.3	2
53	-1	-0.4	2	-3.3	-6
54	29	1.0	4	-0.1	4
55	-2	2.4	5	0.8	5
56	-4	0.0	-7	-2.2	6

# Screens as filed in PubChem BioAssay.
